Assay outcomes as filed in PubChem BioAssay.
14-3-3 Bad inh – disrupts binding of bovine 14-3-3 zeta to phospho-Bad peptide. P63103. TR-FRET 14-3-3zeta/Dy647-pBad peptide displacement, 1 h. inhibition, % at 21.7 µM. actives 0.71% (n = 220,000). AID 781;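 active = inhibition above about 70%, limit read from the data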;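 also: 0% = full 14-3-3 plus peptide FRET controls and 100% = background without 14-3-3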
Target sequence (P63103 whole entry, looked up): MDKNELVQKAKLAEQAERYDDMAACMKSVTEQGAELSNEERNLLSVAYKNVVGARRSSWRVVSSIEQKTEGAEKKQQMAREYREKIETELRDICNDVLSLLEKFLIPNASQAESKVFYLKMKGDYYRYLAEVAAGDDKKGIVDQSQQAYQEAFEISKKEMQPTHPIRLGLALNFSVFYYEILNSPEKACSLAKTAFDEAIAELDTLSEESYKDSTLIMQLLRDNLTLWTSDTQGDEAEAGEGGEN
hK5 inh – kallikrein 5 (human) inhibition; Q9Y337; recombinant hK5, fluorogenic AMC substrate cleavage; inhibition, % at 5 µM; actives 0.59% (n = 210,000);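 active = inhibition of 40% or more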;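 also: 0% = enzyme controls without compound and 100% = no-enzyme blanks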
Target sequence (Q9Y337 67-293 limits assumed): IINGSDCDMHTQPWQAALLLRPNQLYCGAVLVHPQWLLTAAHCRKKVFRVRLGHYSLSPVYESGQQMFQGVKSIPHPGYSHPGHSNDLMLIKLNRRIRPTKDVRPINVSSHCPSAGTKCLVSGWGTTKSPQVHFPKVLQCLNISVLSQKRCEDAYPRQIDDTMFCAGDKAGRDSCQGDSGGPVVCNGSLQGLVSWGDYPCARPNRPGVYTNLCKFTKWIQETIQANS
FXIIa inh 1536 – blocks human coagulation factor XIIa protease activity | P00748 | purified FXIIa, Boc-QGR-AMC fluorogenic substrate, 2 h | inhibition, % at 5 µM | actives 0.3% (n = 220,000) | AID 800; in the data active = inhibition above about 40%;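 also: 0% = enzyme with no compound and 100% = blank without enzyme; many of its hits are not listed in these tables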
Wee1 stabilizer – inhibitors of human Wee1 degradation. P30291. HeLa Luc-Wee1K328M stability, luciferase luminescence; 100% = proteasome inhibitor MG132 effect. reporter increase, % at 5 µM. actives 1.2% (n = 220,000). AID 1321;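 active = activation above the mean of all tested compounds plus 3 SD, set per screening run, cut at about 8.8% in these data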;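 also: cells exposed to compound for 20 h before luminescence read; 0% = DMSO alone and 100% = MG132 at 30 µM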
Rad51 HR inh – blocks human Rad51 in homologous recombination; hRad51 DNA strand exchange, fluorescence dequenching; actives 0.085% (n = 200,000); Q06609; inhibition, % at 10 µM;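 active = inhibition above 40% at the single screening dose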;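 also: 0% = DMSO control wells and 100% = blanks with heterologous ssDNA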
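Material: Human Rad51 nucleoprotein filaments preassembled on unlabelled ssDNA | Also added: Labelled 47-mer dsDNA for strand exchange | Dosing: Single dose, 10 µM final compound | Schedule: 30-min compound preincubation and 15-min exchange, both room temperature | Technique: Fluorescence dequenching at 485/520 nm | Measure: Percent inhibition relative to plate controls and blanks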
p97 ATPase inh – human p97 ATPase inhibition. recombinant p97 ATPase, Kinase-Glo ATP luminescence, 3 h. inhibition, % at 8 µM. actives 0.42% (n = 220,000). AID 1481; in the data active = inhibition above about 15%;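 also: 0% = DMSO vehicle and 100% = wells lacking enzyme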
FXIa inh – factor XIa (human) inhibition. P03951. purified FXIa, Boc-Glu-Ala-Arg-AMC fluorogenic substrate. inhibition, % at 5 µM. actives 0.14% (n = 220,000). AID 798;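 active = inhibition of at least 40%; inactive = inhibition below 40%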;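 also: fluorescence of freed AMC excited at 355 nm; 0% = enzyme without compound and 100% = no enzyme blank; many of its hits are not listed in these tables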
Target sequence (P03951 19-387 limits assumed): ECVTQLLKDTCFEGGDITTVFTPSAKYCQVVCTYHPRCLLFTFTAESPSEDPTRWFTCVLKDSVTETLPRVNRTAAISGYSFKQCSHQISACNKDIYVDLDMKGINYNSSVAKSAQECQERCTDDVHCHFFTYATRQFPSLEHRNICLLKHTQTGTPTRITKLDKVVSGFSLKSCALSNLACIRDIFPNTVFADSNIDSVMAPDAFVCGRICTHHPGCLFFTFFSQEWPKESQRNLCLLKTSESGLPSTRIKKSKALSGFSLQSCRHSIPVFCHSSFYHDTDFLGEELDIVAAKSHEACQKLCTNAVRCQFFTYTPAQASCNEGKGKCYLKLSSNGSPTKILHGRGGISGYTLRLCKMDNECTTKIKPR
Target sequence (P03951 388-625 limits assumed): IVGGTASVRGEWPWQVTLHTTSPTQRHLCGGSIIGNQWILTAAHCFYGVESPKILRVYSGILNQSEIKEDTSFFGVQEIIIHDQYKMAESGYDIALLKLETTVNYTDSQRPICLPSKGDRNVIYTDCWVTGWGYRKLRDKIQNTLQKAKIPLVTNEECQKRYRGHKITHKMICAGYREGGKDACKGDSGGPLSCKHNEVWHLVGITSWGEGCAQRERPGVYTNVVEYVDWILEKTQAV
eIF4E 4G PPI – eIF4E/eIF4G interaction inhibition in translation initiation | TR-FRET eIF4E-eIF4GI(517-606) binding, 2 h | inhibition, % at 21.7 µM | actives 0.37% (n = 220,000) | AID 782;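 active = inhibition above about 30%, limit read from the data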;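 also: 0% = full FRET control wells and 100% = background wells lacking eIF4GI fragment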
Mdm2 ligase inh – blocks human Mdm2 ubiquitin ligase activity; Q00987; cell-based MDM2 ubiquitination luciferase reporter, 2 h; 0 = plate control, 100 = twice control, blank-subtracted; signal enhancement, % at 5 µM; actives 0.11% (n = 210,000);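 active = signal enhancement of 30% or more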;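 also: luminescence tracks abundance of the self-degrading MDM2-luciferase fusion protein; higher signal means inhibition of MDM2 E3 ligase activity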
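system = mammalian cells stably expressing self-ubiquitinating, self-degrading MDM2 E3–luciferase fusion | quantity = 2000 cells per well seeded | incubation = 4 h cell settling then 2 h compound exposure, 37 °C | signal = SteadyLite luminescence, 15 min reagent step | benchmarks = plate control and blank wells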
The depositor's hits bear a star; . = no result given; [ ] = dose if it differs, or a comment. Not a hit list, and some 3.5% of all compounds hit somewhere here.

#	smiles	eIF4E 4G PPI	Wee1 stabilizer	FXIa inh	Rad51 HR inh	14-3-3 Bad inh	Mdm2 ligase inh	p97 ATPase inh	hK5 inh	FXIIa inh 1536
1	CCn1cc(/C=C/C(=O)Nc2c(C)nn(Cc3ccccc3)c2C)cn1	-2	-3	-3	.	1	1	3	-10	6
2	CCOCCCNC(=O)Cc1c(C(=O)O)[nH]c2ccc(Cl)cc12	1[fluorescence artefact?]	-2	-5	-2	2[fluorescence artefact?]	-10	-4	-3	2
3	Cc1nonc1OC(C)CNCCNc1ccc([N+](=O)[O-])cc1 (stereo not drawn)	4	6	-10	6	-6	-12	4	8	43*
4	O=C(Cn1cc2c(n1)CCCC2)Nc1ccccc1Br	-2	1	-6	-5	2	-9	-5	0	12
5	Cn1cnc([N+](=O)[O-])c1NCc1ccccc1	-8	-2	0	28	5	-20	7	0	3
6	Cc1onc(-c2c(Cl)cccc2Cl)c1-c1nnc(-c2ccc(Cl)cc2)o1	1	3	3	-11	1	-8	8	0	3
7	CCOC(=O)CC1C(=O)NCCN1S(=O)(=O)c1ccc(Br)cc1 (stereo not drawn)	-2	0	10	-1	32	-12	-3	11	18
8	CCOC(=O)c1sc(NC(=O)COC(=O)c2ccco2)nc1C	-2	-3	1	-8	-13	-28	5	-3	13

A few values from the entries so far:
`CCOCCCNC(=O)Cc1c(C(=O)O)[nH]c2ccc(Cl)cc12` @ Rad51 HR inh: -2
`Cc1onc(-c2c(Cl)cccc2Cl)c1-c1nnc(-c2ccc(Cl)cc2)o1` @ 14-3-3 Bad inh: 1

More results follow:
#	smiles	eIF4E 4G PPI	Wee1 stabilizer	FXIa inh	Rad51 HR inh	14-3-3 Bad inh	Mdm2 ligase inh	p97 ATPase inh	hK5 inh	FXIIa inh 1536
9	O=P(C1=C(N2CCOCC2)/C(=C\c2ccccc2)CC1)(N1CCOCC1)N1CCOCC1	5	1	3	2	9	19	-2	-18	-8
10	Cc1[nH]nc(-c2ccc(O)cc2O)c1Oc1ccccc1	3	1	-7	3	-2	4	2	1	-2
11	Brc1ccc(OCc2nc(-c3ccccn3)n[nH]2)cc1	0	-1	-1	-11	8	-3	2	-62	8
12	Cc1cccc(NC(=O)Cn2cnc3c(oc4ccccc43)c2=O)c1C	3	8	-1	-2	-5	-7	7	-5	2
13	CSc1ncccc1C(=O)OCc1ccccc1F	11[fluorescence artefact?]	0	-7	-3	23[fluorescence artefact?]	0	-4	2	2
14	Cc1sc2nc(C3CC3)nc(N3CCN(S(=O)(=O)c4ccc(F)cc4)CC3)c2c1C	-9	5	3	3	-13	-12	0	-6	10
15	CN(CCOCCOc1ccc(Cl)cc1Br)Cc1ccccc1	-1	2	-8	0	-7	-9	-1	-12	-5
16	Cc1noc(C)c1C(c1ccccc1)S(=O)(=O)c1ccccc1 (stereo not drawn)	-1	-2	12	11	-20[fluorescence artefact?]	-7	2	-15	17
17	O=c1[nH]cnc2c1oc1ccccc12	2	2	24	2	0[fluorescence artefact?]	-22	3	-22	18
18	COC(=O)c1ccc(NC(=O)CN2CCN(S(=O)(=O)c3cc(Cl)ccc3OC)CC2)cc1	2	0	-4	-6	3	-16	-8	-27	16
19	COc1ccc(NC(=O)N2CCCCCC2)cc1	-6	0	-5	-6	-1	-17	0	-23	-6
20	N/C(Cc1cccc2ccccc12)=N\OC(=O)COc1ccccc1	2[fluorescence artefact?]	-1	2	.	-3	-11	1	-12	8
21	C=CS(=O)(=O)c1sc(Cl)c(N2CCOCC2)c1[N+](=O)[O-]	14	-1	-3	7	43	5	5	7	7
22	Cc1ccnc(NC(=O)c2ccccc2NC(=O)C(C)(C)C)c1	-2[fluorescence artefact?]	-1	-11	-8	-19	-16	-7	-10	0
23	CCCn1c(OC)nc2c1c(=O)n(C)c(=O)n2C	1[fluorescence artefact?]	3	-4	-7	6[fluorescence artefact?]	-19	2	-9	4
24	Cn1c(=O)c2c(nc(N3CCOCC3)n2C)n(C)c1=O	0	-1	-3	-3	6	0	4	-5	1
25	Cc1nn(Cc2ccc(Cl)cc2)c(C)c1NC(=O)C1CC=CCC1C(=O)O (stereo not drawn)	2	3	-1	5	20	0	3	-22	6
26	Cc1ccc2[nH]c(C)c(CCNC(=O)NC3CCCCC3)c2c1	-3	0	2	1	-9	0	1	-4	3
27	COc1ccc(NC(=S)Nc2cnc3ccccc3c2)c(OC)c1	2	-1	-5	-7	-18	-11	4	-8	0
28	N#Cc1cccc(C#N)c1Oc1ccc(S(=O)(=O)Nc2ccccc2)cc1	2	-1	1	-23	6	-15	3	1	7
29	N#CCCCSc1nnc(Cc2ccc3c(c2)OCO3)o1	0	4	12	2	5	.	3	-8	13
30	Cc1cc(NC(=O)CSc2nnc3c4c(C)c(C)sc4ncn23)no1	-1[fluorescence artefact?]	-3	5	6	-8[fluorescence artefact?]	-7	7	-14	10
31	O=C(NC(=S)N1CCN(c2ccc(F)cc2)CC1)c1cccs1	-1	-3	-4	-15	-17	-11	-3	-2	7
32	COc1ccc(C(=O)N(Cc2ccco2)C(C(=O)NC2CCCC2)c2ccc(O)cc2)cc1OC (stereo not drawn)	2[fluorescence artefact?]	-1	0	.	-2[fluorescence artefact?]	.	-4	-3	6
33	COc1ccc(CN(CCCN2CCOCC2)C(=O)Nc2cccc(Cl)c2)cc1OC	-7[fluorescence artefact?]	0	4	-7	-2	-16	0	-2	12
34	O=C(Nc1ccc(NC(=O)C23CC4CC(CC(C4)C2)C3)cn1)c1ccco1	5	1	8	-1	1	-29	2	9	10
35	O=CN1Cc2[nH]c3ccccc3c2N(c2ccc(Cl)cc2)C1=O	7	-1	-1	-8	-12	2	2	-4	7
36	O=C(NCc1cccnc1)C1c2ccccc2C(=O)N1C1CCCCCCC1 (stereo not drawn)	3	0	-3	-10	-15	-3	4	4	12
37	Cc1cc(C(=O)O)c(CSc2ncn[nH]2)o1	2	-3	6	8	-2	-11	6	-8	1
38	Cc1cc(C)nc(SCNC(=O)c2ccccc2)n1	3	-2	2	-5	9	-5	0	-8	9
39	COc1ccc(-n2nc(C(=O)Nc3nc4ccc(OC)cc4s3)c3ccccc3c2=O)cc1	-6[fluorescence artefact?]	-4	0	-2	48	-13	2	0	6
40	O=C(Cn1nc(Cc2cccnc2)c2ccccc2c1=O)Nc1ccccc1F	2	7	9	-20	2	-13	0	13	37
41	CCc1nccn1S(=O)(=O)c1cc(Br)ccc1OC	-2	-1	-2	-1	-7	-28	-3	-3	-6
42	c1ccc(COc2ccc(OCCCNC3CCCC3)cc2)cc1	1	0	-4	-3	16	-14	0	3	7
43	CCOC(=O)c1sc(/N=C/N(C)C)nc1C	-3[fluorescence artefact?]	-1	-1	-3	-11	-5	5	-21	7
44	N#CC1=C(N)C(C#N)(C#N)C2(C(=O)Nc3ccccc32)C2CCCC=C12 (stereo not drawn)	-7[fluorescence artefact?]	-1	16	10	5	-17	1	4	12
45	O=C(NC1(C(F)(F)F)C(=O)Nc2c1c(=O)[nH]c(=O)n2Cc1ccccc1)c1ccc(Cl)cc1Cl (stereo not drawn)	2	0	5	-5	38	-3	6	-9	8
46	CC1=CSC2=NC(=O)/C(=C\c3cccn3-c3ccc([N+](=O)[O-])cc3)C(=N)N12	6	-3	2	-2	6	-1	-3	-6	4
47	Cc1cc(C)c(NC(=O)/C(=C/c2ccccc2)c2ccccc2)c(C)c1	5	1	10	1	8	5	2	-9	12
48	CC(c1nc2ccccc2c(=O)[nH]1)N1CCOCC1 (stereo not drawn)	2	3	-5	-12	-13	-32	4	-7	2
49	Cc1sc2nc(CC(=O)NN)[nH]c(=O)c2c1C	1	0	4	-5	-3	-14	5	3	15
50	CC(C)CC(OC(=O)c1nsc(Cl)c1Cl)C(=O)NCc1cccs1 (stereo not drawn)	0[fluorescence artefact?]	-1	-3	-8	-11	-16	-7	-8	6
51	O=C(O)C1C2CC2CN1C(=O)c1ccc(Cl)cc1 (stereo not drawn)	1	0	-2	1	-9	-17	1	-6	4
52	S=c1[nH]nc(-c2ccccn2)n1/N=C/c1ccc(Cl)c(Cl)c1	-1	0	8	6	-14	-5	5	0	1
53	O=C(NCc1ccncc1)c1cc2ccccc2nc1Cl	-7	0	1	-7	-1	-13	-5	6	6
54	Cc1ccc(S(=O)(=O)N(CC(=O)N2CCC(C(N)=O)CC2)c2cccc(C(F)(F)F)c2)cc1	1[fluorescence artefact?]	-2	-8	-6	-4[fluorescence artefact?]	-15	0	0	-4
55	COc1cc(/C=C(/C#N)c2nc(-c3cc4ccccc4oc3=O)cs2)cc([N+](=O)[O-])c1O	62*	-1	14	0	97*	-4	6	5	7
56	O=C(Cn1nnc(-c2ccccc2)n1)N1CCN(S(=O)(=O)c2ccc(Cl)cc2)CC1	-4	-1	-11	-2	25[fluorescence artefact?]	-10	2	3	3
57	CC(C)c1ccc(OCc2ccc(C(=O)NN3CCN(C)CC3)o2)cc1	0	0	2	.	5	10	-4	.	7
58	Cc1cccc(Nc2nnc(SCC(=O)N(C)C3CCS(=O)(=O)C3)s2)c1C (stereo not drawn)	-1[fluorescence artefact?]	-3	-4	9	7	-41	-3	-8	3
59	CC(=O)NCCn1c(SCc2ccc(C)cc2C)nc2ccccc2c1=O	3	-2	1	-2	2	-6	-12	2	12
60	O=C(O)c1ccc(C(=O)O)c(C(=O)c2ccccc2)c1	7[fluorescence artefact?]	0	1	-2	14[fluorescence artefact?]	-10	-7	-30	3
61	CCCCC(=O)Nc1cccc(NC(=O)c2cccc([N+](=O)[O-])c2)c1	9	-1	13	9	-5	18	2	-4	5
62	CCCCNC(=O)c1cnc2n(c1=O)CCS2	0	-3	-4	7	-5	-3	-1	-21	1
63	O=C(c1cn[nH]c1)c1cc(F)ccc1O	1	0	0	5	0	11	3	-13	-12
64	CC(C)(C)c1cc(NC(=O)c2ccco2)n(-c2ccccc2)n1	-1	0	14	14	-22	-13	3	1	10

(listing goes on)
#	smiles	eIF4E 4G PPI	Wee1 stabilizer	FXIa inh	Rad51 HR inh	14-3-3 Bad inh	Mdm2 ligase inh	p97 ATPase inh	hK5 inh	FXIIa inh 1536
65	Nc1cccc(Oc2ccc([N+](=O)[O-])cc2)c1	5	2	-2	4	4	-6	-1	-10	7
66	COCCCNC(=O)c1c(N)n(-c2ccc3c(c2)OCO3)c2nc3ccccc3nc12	.	-1	-9	-1	.	-11	-3	105*	-11
67	Cn1c(SCC(=O)Nc2cc([N+](=O)[O-])ccc2F)nnc1C(F)(F)F	0	4	5	1	13	-1	4	-23	7
68	Cc1nc2ccccc2c(=O)n1/N=C/c1ccc(O)cc1O	5	3	-2	7	-2	-16	-1	-2	9
69	O=C(Cc1ccc(Cl)cc1)Nc1ccc(NC(=O)c2cccs2)cc1	0	9.7*	-4	-39	-2	1	15*	-2	1
70	COc1ccc(OC(C)C(=O)N2CCC(C)CC2)cc1 (stereo not drawn)	-7	1	0	2	-6[fluorescence artefact?]	-10	1	-22	21
71	COc1ccc(OC)c(-n2c(Cn3c(-c4ccccn4)nc4ccccc43)n[nH]c2=S)c1	-2	3	-1	1	-4	10	2	0	.
72	CN(C)S(=O)(=O)N1CCC(Oc2ccc(C(=O)NCC(C)(C)CO)cc2)CC1	1	-4	-8	-5	4	-12	0	-13	0
73	COc1ccc(C2NC(=O)NC(C)=C2C(=O)Nc2cc(C)ccc2C)cc1OC (stereo not drawn)	3	2	-10	4	1[fluorescence artefact?]	-25	7	-1	-5
